Screens from PubChem.
FAS-TE inh: blocks the thioesterase domain of human fatty acid synthase. P49327. recombinant FAS-TE, OMFH fluorogenic substrate, fluorescence endpoint. inhibition, % at 15 µM. 0.67% of 360,000 active. AID 602261;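 active = compounds whose normalised, plate-corrected inhibition of enzyme fluorescence in the single-dose primary screen is 50% or more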;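 also: 0% = DMSO with enzyme and 100% = substrate without enzyme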
bovine MsrA act: activators of bovine methionine sulfoxide reductase A; purified bovine MsrA, absorbance read-out; 0.3% of 360,000 active; AID 602163; activation, % at 10.6 µM; in the data active = activation above about 7.5%;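 also: 0% = vehicle and 100% = reference activator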
PABP1 MLLE inh: blocks PAM2 peptide binding to the PABP1 MLLE domain | GST-MLLE / FITC-PAM2 fluorescence polarization | inhibition, % at 20 µM | 0.36% of 360,000 active | AID 588489; in the data active = inhibition above about 35%, passing the limit was not always enough;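 also: plate controls were DMSO wells with GST-MLLE for no effect and wells lacking GST-MLLE protein for full effect; some results filed as inactive read as strong as hits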
SKN-1 block: inhibitors of C. elegans SKN-1 | inhibition, % at 21.8 µM | 0.49% of 360,000 active | C. elegans VP596 Pgst-4::GFP/RFP ratio, acrylamide-induced, 24 h;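 active = interference check ratio from 0.5 to 1.5 plus GFP to RFP signal ratio inhibition reaching or exceeding a fixed threshold, cut at about 30% in these data, passing the limit was not always enough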; also: some compounds called inactive have numbers as strong as hits
Neddyl block: cullin neddylation inhibition | TR-FRET cullin neddylation, biochemical | 0.58% of 360,000 active | calls only at 25 µM; in the data active = inhibition above about 36%
E coli Lon inh: E. coli protease La inhibition; P0A9M0; purified E. coli Lon protease, fluorescence polarization; inhibition, % at 7.94 µM; 0.42% of 360,000 active; AID 602123; in the data active = inhibition above about 13%, passing the limit was not always enough;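 also: 0% = enzyme with probe and DMSO and 100% = no enzyme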
MT1-MMP act inh: inhibitors of human MT1-MMP activation; P50281; HT1080 RFP-PRO-GFP cells, GFP/RFP ratio fluorescence, overnight; percent of plate control window, DMSO zero; GFP/RFP ratio change, % at 20 µM; 0.061% of 360,000 active; AID 651647;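 active = GFP/RFP ratio change of at least 30% with cell ATP level not reduced by more than half and red fluorescence within 50% of control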; also: strong numbers were not always called active
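Assay system: RFP-PRO-GFP reporter HT1080 cells; read-out basis: GFP/RFP fluorescence ratio; benchmarks: DMSO wells and RFP-L50D-GFP cells; doses: 20 µM single dose, 1% DMSO; schedule: overnight cell settling, then overnight compound exposure, 37 °C, 5% CO2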
Rin1-Abl PPI inh: inhibitors of human Rin1-Abl protein interaction; AID 588664; 0.4% of 360,000 active; TR-FRET Rin1/Abl binding, biochemical; inhibition, % at 7.35 µM; in the data active = inhibition above about 5%, passing the limit was not always enough
CendR NRP1 mod: modulators of CendR peptide binding to human neuropilin-1; O14786; FAM-RPARPAR peptide binding to NRP-1, fluorescence polarization; inhibition, % at 25 µM; 0.85% of 360,000 active;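 active = inhibition or corrected inhibition above about 18%, plus a signal ratio from 0.5 to 1.5, limit read from the data, passing the limit was not always enough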; also: strong numbers were not always called active
Numbers without * were called inactive; i = inactive; nt = no result given.

SMILES | FAS-TE inh | bovine MsrA act | PABP1 MLLE inh | SKN-1 block | Neddyl block | E coli Lon inh | MT1-MMP act inh | Rin1-Abl PPI inh | CendR NRP1 mod
Cc1cccc(NC(=O)CCC(=O)N/N=C/c2ccco2)c1C | -6 | -3 | 1 | -1 | i | -4 | 1 | 0 | 2
Cc1ccc(S(=O)(=O)N2C3CCCCC3O[C@H]2CC(=O)c2cccs2)cc1 (some centres undefined) | nt | nt | nt | -5 | i | nt | -1 | nt | 9
O=[N+]([O-])c1ccc(Cc2ccccn2)cc1 | -2 | -2 | 1 | 16 | i | -4 | 1 | 3 | -4
CC1CCCC(C)N1C(=O)COC(=O)CNC(=O)c1sc2ccccc2c1Cl (centres undefined) | -1 | 1 | 5 | -1 | i | 1 | -1 | -11 | 9
CC(c1ccccc1)N1C(=O)C2C3CCC(C3)C2C1=O (centres undefined) | -7 | -2 | 15 | 8 | i | 2 | 4 | -2 | 11
CC(C)OC(=O)CC1C(=O)NCCN1C(=S)NC(=O)c1ccccc1 (centres undefined) | -8 | -3 | -22 | 11 | i | -8 | 2 | 4 | 10
CC12CCC(C(=O)Nc3ccncc3)(CC1O)C2(C)C (centres undefined) | -8 | -6 | -2 | -12 | i | 4 | -1 | 0 | 23
CC(=O)Nc1cc(-c2nn3c(C)nnc3s2)ccc1C | -7 | -2 | -2 | 5 | i | -8 | 2 | 0 | 10
CCCC(=O)NC(c1ccco1)c1c(O)ccc2ccccc12 (centres undefined) | -2 | -5 | 5 | 10 | i | 6 | -3 | 1 | -4
Cc1c(C(=O)N/N=C/c2cccs2)nc2ccccn12 | -10 | -1 | -1 | -15 | i | -3 | -3 | 1 | 2
Cc1ccc(-c2n[nH]c(=O)c3ccccc23)cc1S(N)(=O)=O | -5 | -1 | -4 | 17 | i | -8 | -3 | 1 | -5
COc1ccc(CCn2c(=N)c(C(=O)NCC3CCCO3)cc3c(=O)n4ccccc4nc32)cc1OC (centres undefined) | -12 | -3 | -24 | 16 | i | -13 | -4 | -8 | -29
Cc1ccc(C)c(CC(=O)N2CCCC(c3cc(C(=O)Nc4ccccc4Cl)no3)C2)c1 (centres undefined) | 21 | 0 | 8 | 15 | i | 4 | -5 | 1 | -17
COc1ccc2c(c1)OC(O)(C(F)(F)F)CC2=O (centres undefined) | -2 | 0 | 3 | 8 | i | -6 | 0 | 3 | -4
CC1C(=O)Nc2ccccc2N1C(=O)c1ccc(F)cc1F (centres undefined) | -2 | -2 | 5 | 5 | i | -12 | 1 | 6 | -3

Record cards (already shown).
Profile of CCCC(=O)NC(c1ccco1)c1c(O)ccc2ccccc12 (centres undefined) = FAS-TE inh = -2; bovine MsrA act = -5; PABP1 MLLE inh = 5; SKN-1 block = 10; Neddyl block = i; E coli Lon inh = 6; MT1-MMP act inh = -3; Rin1-Abl PPI inh = 1; CendR NRP1 mod = -4
Profile of CC(C)OC(=O)CC1C(=O)NCCN1C(=S)NC(=O)c1ccccc1 (centres undefined) = FAS-TE inh = -8; bovine MsrA act = -3; PABP1 MLLE inh = -22; SKN-1 block = 11; Neddyl block = i; E coli Lon inh = -8; MT1-MMP act inh = 2; Rin1-Abl PPI inh = 4; CendR NRP1 mod = 10

Continuation.
SMILES | FAS-TE inh | bovine MsrA act | PABP1 MLLE inh | SKN-1 block | Neddyl block | E coli Lon inh | MT1-MMP act inh | Rin1-Abl PPI inh | CendR NRP1 mod
Cc1c(NC(=O)c2cnc(Cl)c(Cl)c2)c(=O)n(-c2ccccc2)n1C | -4 | 0 | -7 | 9 | i | 1 | 1 | 0 | -6
COc1ccc(N(C(=O)c2cccnc2)S(=O)(=O)c2ccc3c4c(cccc24)C(=O)N3C)cc1 | 29 | -1 | 2 | 7 | i | -11 | 3 | -2 | 0
CC(NC(=O)c1cccs1)C(S)c1ccccc1 (centres undefined) | -7 | -2 | 43* | 19 | i | -1 | -5 | -3 | -8
CC(C(=O)NCC1CCCO1)N(C(=O)c1snc(C(N)=O)c1N)c1ccccc1 (centres undefined) | -10 | -5 | 17 | -6 | i | -2 | 1 | 2 | 0
COc1ccc(Cl)cc1C(=O)OCC(=O)c1ccc[nH]1 | 1 | -2 | -7 | 15 | i | -11 | 0 | -1 | 2
COc1ccc(C(=O)NCCS(=O)(=O)N2CCCC2)cc1 | -10 | -1 | -10 | 14 | i | 4 | 1 | 0 | -14
O=C(CCNC(=O)c1ccc([N+](=O)[O-])cc1)Nc1nc2ccccc2[nH]1 | 0 | -3 | 5 | -9 | i | -5 | 1 | 1 | -12
COc1cccc(NC(=O)CN(C)C(=O)c2ccccc2-c2nc3ccccc3s2)c1 | 1 | -4 | -1 | -13 | i | -3 | -4 | -1 | -5
CCOc1cccc(C(=O)Nc2cccc(C(=O)NC(C)(C)C)c2)c1 | -6 | 2 | -1 | 13 | i | 7 | 1 | -1 | -2
CCOc1cc2c3c(c1)C(C)CC(C)(C)N3C(=O)C2=O (centres undefined) | -3 | -7 | 10 | -2 | i | 8 | 5 | -2 | 0
COc1cccc(NS(=O)(=O)c2cc3c(cc2C)N(C(C)=O)CCO3)c1 | -5 | -1 | 3 | -19 | i | -2 | 13 | 5 | 5
Cn1cnnc1SCC(=O)Nc1cccc(S(=O)(=O)N2CCCCCC2)c1 | -12 | -6 | 0 | -5 | i | 3 | 6 | 2 | 1
O=C(CN1C(=O)C(=O)N(C2CCCC2)C1=O)Nc1ccc(Cl)cc1C(F)(F)F | 2 | 0 | -22 | 12 | i | -1 | 1 | 1 | 4
COc1ccc(CN(C)CC(=O)Nc2ccccc2C(F)(F)F)cc1 | 15 | -1 | -11 | -9 | i | 0 | -2 | -2 | 5
Cc1ccc(NC(=O)c2ccc3snnc3c2)cc1 | 1 | -7 | 11 | 2 | i | 3 | -6 | 1 | 3
COc1cc(NC(=O)CSCc2ccc(Cl)cc2)c(C(=O)O)cc1OC | -3 | -1 | -7 | -13 | i | -6 | 0 | 0 | -5
Cc1ccc(S(=O)(=O)CCC(=O)OCc2nc(N)nc(Nc3ccccc3C)n2)cc1 | -3 | -2 | -7 | -16 | i | -1 | 0 | -1 | 2
Cc1csc(NC(=O)CSc2nnc(-c3ccoc3C)o2)n1 | 1 | 0 | -21 | 20 | i | 1 | 7 | 1 | 1
O=c1c2c(nc3cc(-c4ccc(Cl)cc4)[nH]n13)CCS2 | -5 | 3 | 5 | 3 | nt | -4 | -9 | 1 | -54
CCN(c1ccccc1)S(=O)(=O)c1ccc(OCC(=O)N2CCCC2)cc1 | -4 | -7 | -4 | 5 | i | -5 | 2 | 4 | 8
COc1cc(C(=O)OC2CCOC2=O)c([N+](=O)[O-])cc1OC (centres undefined) | -4 | -2 | 4 | 11 | i | -1 | -3 | 1 | 7
CCOc1ccc(C(=O)Nc2c(C(=O)N3CCC(N4CCCCC4)CC3)oc3ccccc23)cc1 | -3 | -4 | -7 | -9 | i | -7 | 0 | 1 | 16
Cc1ccc(NC(=O)NC(=O)CN2C(=O)NC3(CCc4ccccc43)C2=O)c(C)c1 (centres undefined) | 14 | -2 | -6 | 8 | i | -9 | 1 | -2 | -4
O=C(C1=C[C@@H](c2ccc(Br)cc2)C[C@@H](OCCCCO)O1)N1CCOCC1 | -11 | -2 | -9 | -4 | i | -4 | -1 | 0 | 9
O=C(CN1C(=O)NC2(CCCCCC2)C1=O)NCc1ccc(Cl)cc1 | 9 | -3 | 2 | 17 | i | -1 | 0 | -2 | 7
COc1ccc(OC)c(NC(=O)CSc2nnc(C3CCCCC3)n2N)c1 | -4 | -6 | -37 | 9 | i | 10 | 4 | 1 | -9
OC(CN1CCN(c2ccccc2)CC1)c1ccc2c(c1)CCN2 (centres undefined) | -9 | -1 | 2 | 4 | i | -6 | 4 | -2 | -12
C[C@H](NC(=O)c1nc[nH]c1C(=O)N1CCN(C(=O)OC(C)(C)C)CC1)c1ccccc1 | -12 | -1 | 9 | 18 | i | -4 | 1 | 0 | 18
COc1cccc(CNC(=O)CCNC(=O)c2ccco2)c1 | -7 | -5 | -8 | -6 | i | -2 | -3 | 1 | -3
NS(=O)(=O)c1ccc(NC(=O)COC(=O)CCCN2C(=O)c3cccc4cccc(c34)C2=O)cc1 | 1 | -5 | 8 | 4 | i | 2 | 1 | -6 | 2
COc1cc(/C=C/C(=O)NC(C)(C)C)ccc1OCc1ccccc1 | 1 | -2 | 5 | 3 | i | 4 | 2 | -5 | -10
Cc1cc2nc(-c3ccccc3)c(Cc3ccsc3)n2c(C)c1Br | 23 | -6 | nt | 11 | i | 1 | -2 | nt | -16
Cc1ccc2[nH]c(C(=O)N3CCN(c4cccc(Cl)c4)CC3)cc2c1 | 7 | -2 | -8 | 19 | i | -2 | 2 | -2 | 6
Cc1n[nH]c(C)c1N1C(=O)c2cccc3c(Br)ccc(c23)C1=O | 12 | -1 | -4 | 0 | i | -6 | -92 | -5 | 3
CN(CC(=O)NCc1ccccn1)S(=O)(=O)c1ccc(Br)cc1 | -2 | -8 | -4 | -8 | i | -3 | -2 | 1 | -7
CC(c1ccccc1)C(NC(=O)OCC1c2ccccc2-c2ccccc21)C(=O)O (centres undefined) | -5 | -3 | 0 | 17 | i | -1 | 2 | -2 | -12
CCN(CC)S(=O)(=O)c1ccc(C(=O)NNc2nc(-c3ccccc3)c3cc(Br)ccc3n2)cc1 | 68* | 1 | 11 | 3 | i | -7 | 1 | -2 | 1
COc1ccc(Cl)cc1C(=O)OCC(=O)NCCNC(=O)COC(=O)c1cc(Cl)ccc1OC | -4 | -5 | -46 | -3 | i | -27 | -2 | 1 | -8
CC1(C(=O)NS(=O)(=O)c2cccc(C#N)c2)CCN1C(=O)Cc1ccc(Cl)cc1Cl (centres undefined) | -8 | -2 | 8 | 12 | i | -2 | -1 | -3 | 2
CC12CC3CC(C)(C1)CC(C(=O)Nc1nncs1)(C3)C2 | 0 | -9 | -6 | -13 | i | -5 | -7 | -1 | 8
O=C(NCCc1ccccc1)C1Cc2c(-c3ccc4c(c3)OCO4)ccnc2O1 (centres undefined) | 1 | -1 | 13 | 14 | nt | -12 | -4 | 2 | 14
O=C(COc1ccc2c3c(c(=O)oc2c1)CCC3)NCC1CCC(C(=O)O)CC1 (centres undefined) | -4 | -4 | 1 | 15 | i | 8 | -2 | 3 | 4
CSc1ccc(Cl)c(C(=O)NNC(=O)c2cccs2)c1 | -6 | -2 | 6 | 7 | i | -2 | 2 | 3 | 14
Cc1ccc(S(=O)(=O)NC2(C(=O)O)CCCCC2)cc1 | -10 | -1 | -6 | -2 | i | -6 | -2 | -1 | -8
CCCCNC(=O)c1nc(-c2cccs2)oc1-c1ccc(Cl)cc1 | nt | nt | nt | -4 | nt | nt | -5 | nt | 8
COC(=O)C1=C(C(=O)OC)C2(OC1c1ccc(Br)cc1)C(=O)c1ccccc1C2=O (centres undefined) | 7 | -1 | 14 | -21 | i | 4 | 0 | 1 | -5
Cc1c(C(=O)NCCC2=CCCCC2)cccc1[N+](=O)[O-] | 7 | 3 | -4 | 9 | i | -6 | 4 | 1 | -2
COc1cc(/C=C2\C(=N)N3N=C(S(C)(=O)=O)SC3=NC2=O)cc(OC)c1OCCOc1ccc(C)cc1 | 7 | -2 | -37 | 14 | i | -6 | 2 | -2 | -18
Cc1cccc(N2CCN(C(=O)C(C)n3nc(C)n4c(cc5occc54)c3=O)CC2)c1C (centres undefined) | 23 | 0 | 7 | 8 | i | -5 | -8 | 5 | 5
COC(=O)C1=C(C(=O)OC)[C@]2([C@@H]3CCCCN[C@@H](Cc4ccccc4)C(=O)N3Cc3ccccc3)C=C[C@H]1O2 | 34 | -3 | 5 | -1 | i | 9 | -27 | 2 | -1
Oc1ccc(-c2nc3ccccc3nc2-c2ccc(O)cc2O)c(O)c1 | -2 | -1 | 2 | 12 | i | 0 | -1 | 4 | 13
